From PubChem BioAssay
PfM18AAP inh: PfM18AAP enzyme inhibition; 290,000 tested, 1.2% active; inhibition, % at 7.35 µM; recombinant PfM18AAP, H-Glu-NHMec fluorogenic cleavage; AID 1822;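 active means inhibition above the campaign mean inhibition over all tested compounds plus 3 SD, cut at about 28% in these data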;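 further: 0% = plate median of test compound wells and 100% = 2 mM ZnCl2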
UBC9 SUMO inh: SUMOylation inhibition; 290,000 tested, 0.36% active; P63279; HTRF SUMOylation assay, SAE1/SAE2 + UBC9, in vitro; inhibition, % at 35 µM; AID 2006; in the data active means inhibition above about 50%, passing the limit was not always enough; further: strong numbers were not always called active
Target sequence (P63279 whole entry, looked up): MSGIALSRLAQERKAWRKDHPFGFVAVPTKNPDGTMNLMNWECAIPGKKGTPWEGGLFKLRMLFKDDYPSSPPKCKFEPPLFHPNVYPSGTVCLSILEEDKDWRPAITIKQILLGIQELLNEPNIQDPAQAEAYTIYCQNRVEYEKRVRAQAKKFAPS
VIM-2 inhibitor: blocks Pseudomonas aeruginosa VIM-2 metallo-beta-lactamase; 290,000 tested, 0.89% active; inhibition, % at 5.6 µM; purified VIM-2, nitrocefin hydrolysis, epi-absorbance fluorescence;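 active means inhibition above the mean of all tested compounds plus 3 SD, cutoff set per screening run, cut at about 7.5% in these data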;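 further: red hydrolysis product quenches plate fluorescence so inhibitors raise well fluorescence; 0% = enzyme with DMSO and 100% = DMSO without enzyme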
IDE inh: inhibits human insulin-degrading enzyme in HEK cells. P14735. FAbetaB cleavage, fluorescence polarization. inhibition, % at 5.59 µM. 320,000 tested, 0.41% active. AID 434962;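 active means percent inhibition above the average of all tested compounds plus 3 SD, set per screening campaign, cut at about 16% in these data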;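 further: IDE supplied by intact live HEK cells; FP after avidin binding of uncleaved biotin substrate so inhibition keeps polarization high; 0% = DMSO wells and 100% = 60 µM reference IDE inhibitor Ii1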
IMP-1 inhibitor: inhibitors of Pseudomonas aeruginosa IMP-1 metallo-beta-lactamase; purified IMP-1, nitrocefin hydrolysis, epi-absorbance fluorescence; inhibition, % at 5.6 µM; 290,000 tested, 0.45% active; AID 1556;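 active means inhibition above the mean plus 3 SD of all compounds in the same screening run, cut at about 4.5% in these data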;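 further: 0% = IMP-1 with DMSO and 100% = DMSO wells lacking enzyme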
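System – purified recombinant IMP-1 beta-lactamase · Input – IMP-1 dispensed at 0.2 nM · Timing – 15 min preincubation plus 25 min reaction at 25 °C · Signal – Epi-absorbance fluorescence, 480 nm excitation, 530 nm emission · Measure – percent IMP-1 inhibition derived from blank-referenced optical density · Controls – Enzyme-plus-DMSO low control, enzyme-free DMSO high control · Replication – singlicate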
DNA FID counter: counter-screen for HCV NS3 helicase inhibitors: DNA intercalator displacement | DNA fluorescent intercalator displacement, fluorescence | 290,000 tested, 0.17% active | AID 1845 | inhibition, % at 7.9 µM; in the data active means inhibition above about 37%;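 further: 0% = vehicle and 100% = reference compound; higher means more ethidium bromide displaced from hairpin DNA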
NS3 helicase inh: HCV NS3 helicase inhibition; 290,000 tested, 0.56% active; inhibition, % at 10.9 µM; NS3 helicase DNA unwinding, Cy5 molecular beacon fluorescence;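 active means inhibition above the mean of all tested compounds plus 3 SD, set per campaign, cut at about 35% in these data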;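 further: 0% = DMSO wells and 100% = thioflavine S control wells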
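System: NS3 helicase fragment of HCV / Schedule: 1 h at 25 °C / Control set: DMSO alone as 0% and 110 µM thioflavine S as 100% / Reagent: Cy5/quencher beacon DNA duplex and ATP to start / Technique: Cy5 fluorescence / Replication: singlicate / Evaluation: % inhibition of end-to-start signal ratio versus controls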
IDE act: IDE (human) activation, cell-based | P14735 | HEK cells, FAbeta-B cleavage, fluorescence polarization; 0% vehicle, 100% cell-free pure enzyme wells | activation, % at 5.96 µM | 340,000 tested, 0.073% active;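 active means activation above the mean of all tested compounds plus 3 SD, set per screening campaign, cut at about 17% in these data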
pCIP destab: lowers stability of the mouse p/CIP coactivator protein; Q05BA5; F442A p/CIP-EGFP cells, EGFP fluorescence, 16 h; decrease of EGFP signal, % at 10 µM; 290,000 tested, 0.01% active; AID 1984;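 active means EGFP signal decrease of at least 30% at 10 µM or well 3 SD below plate mean, unless failing retest; inactive means the rest, including hits failing retest or dose response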; further: some compounds called inactive have numbers as strong as hits; many of its hits are not listed in these tables
Numbers without * were called inactive; · = not tested or not shown.

1) CCN(C(=O)CN1CCN(c2ccccc2OC)CC1)c1c(N)n(Cc2ccccc2)c(=O)[nH]c1=O
2) Cc1ccc(NC(=O)c2cc3nc(C)cc(C)n3n2)cc1
3) COc1ccc(CCCc2nnc(SCC(=O)Nc3cc(C)ccc3C)o2)cc1
4) Cc1ccc2c(c1)N(CC(=O)NC1CCC(C)CC1)C(=O)c1cccnc1O2 (stereo unspecified)
5) Cc1cc[n+](C2=C([O-])c3ccccc3C(=O)/C2=N\S(=O)(=O)c2cccs2)cc1C
6) CCCn1cc(CN2CCC(n3nccc3NC(=O)C(OC)c3ccccc3)CC2)c(C)n1 (stereo unspecified)
7) O=C(c1ccccc1)C1C(=O)c2ccccc2C1=O
8) COc1cc(C2C(C(=O)c3ccc(C)o3)=C(O)C(=O)N2CCc2ccccc2)ccc1O (stereo unspecified)

entry no.,1,2,3,4,5,6,7,8
PfM18AAP inh,-4.5,-3.7,4.3,-1.2,4.2,-0.4,-4.0,26.0
UBC9 SUMO inh,-17.7,13.7,-3.9,-3.2,28.7,-1.9,-3.2,19.5
VIM-2 inhibitor,-3.2,1.0,-3.0,-1.7,-3.8,0.0,-2.1,-0.2
IDE inh,3.2,6.8,3.1,-4.2,2.4,0.7,-2.9,10.6
IMP-1 inhibitor,-1.6,-1.6,-4.0,-1.1,-3.1,-0.5,-0.8,-4.7
DNA FID counter,1.9,-7.1,-26.4,-36.4,3.0,5.7,1.1,-46.8
NS3 helicase inh,-4.3,-8.1,-6.2,-6.1,6.2,0.4,5.8,19.8
IDE act,2.2,2.0,0.7,5.0,4.0,3.4,6.4,-4.1
pCIP destab,-10.3,2.3,0.2,-7.8,-6.7,0.6,-2.9,0.2

The last three compounds of the section before lead into the next.
6) CCCn1cc(CN2CCC(n3nccc3NC(=O)C(OC)c3ccccc3)CC2)c(C)n1 (stereo unspecified)
7) O=C(c1ccccc1)C1C(=O)c2ccccc2C1=O
8) COc1cc(C2C(C(=O)c3ccc(C)o3)=C(O)C(=O)N2CCc2ccccc2)ccc1O (stereo unspecified)
9) COc1cccc(N2CCN(C(=O)c3[nH]c(C)c(C(C)=O)c3C)CC2)c1
10) COc1ccc(C(=O)NC(=S)Nc2nc(C)cc(C)n2)cc1Br
11) COc1cccc(C(=O)Oc2ccc3c(C)cc(=O)oc3c2C(C)=O)c1
12) CCOc1ccc(NC(=O)CCc2ccc(C)o2)cc1
13) COc1ccc(/C=C/C(=O)Nc2ccc(-n3nncc3-c3ccc(OC)c(OC)c3)cc2)cc1OC
14) O=C(NCc1cccc(C(F)(F)F)c1)c1ccc[nH]1
15) C=CCNC(=O)Nc1cc(Cl)ccc1OC
16) COc1cc(NC(=O)c2cccs2)c(C(=O)OCC(=O)NCc2ccco2)cc1OC

entry no.,6,7,8,9,10,11,12,13,14,15,16
PfM18AAP inh,-0.4,-4.0,26.0,0.9,-1.6,2.1,12.2,-9.8,1.9,-5.8,6.9
UBC9 SUMO inh,-1.9,-3.2,19.5,2.7,25.9,20.8,3.0,-23.4,1.6,6.0,8.5
VIM-2 inhibitor,0.0,-2.1,-0.2,-4.5,1.2,-0.5,-3.9,-1.4,-2.8,-0.7,-1.0
IDE inh,0.7,-2.9,10.6,2.4,-2.2,-7.3,3.0,1.7,0.0,-0.6,2.1
IMP-1 inhibitor,-0.5,-0.8,-4.7,-3.6,-2.2,-1.9,-3.6,-0.8,-1.0,-3.0,-2.4
DNA FID counter,5.7,1.1,-46.8,-22.1,-5.9,-6.7,-9.7,-23.5,-2.5,-0.7,-10.4
NS3 helicase inh,0.4,5.8,19.8,1.7,2.5,4.4,1.1,5.7,0.2,-0.3,9.7
IDE act,3.4,6.4,-4.1,3.5,·,-1.3,2.5,-1.0,0.9,-3.8,1.6
pCIP destab,0.6,-2.9,0.2,4.6,-10.5,-29.0,-3.1,-11.8,-10.3,-3.6,5.4

17) Cc1ccc(CNC(=O)CSc2nc3ccsc3c(=O)n2NC(=O)c2ccccc2)cc1
18) COc1cccc(C(=O)Nc2nc3c(s2)CN(C)CC3)c1
19) O=c1oc(-c2ccc(Br)cc2)nc2ccccc12
20) CC(=O)Cc1nsc(Nc2ccc3c(c2)OCCO3)n1
21) Fc1ccccc1-c1nc(-c2ccccc2)no1
22) Cc1cc2c(ncn2C)c(NS(=O)(=O)c2cc(Cl)ccc2Cl)c1C
23) CCS(=O)(=O)N1CCC(C(=O)NCc2ccccc2OC)CC1
24) Nc1nc(-c2cccnc2)nn1C(=O)Cc1ccccc1

entry no.,17,18,19,20,21,22,23,24
PfM18AAP inh,3.5,4.1,0.4,3.7,-0.9,-1.4,-10.8,-10.9
UBC9 SUMO inh,-21.9,24.1,17.8,15.6,-2.9,-7.0,-9.6,23.4
VIM-2 inhibitor,-0.8,-0.5,-1.9,-4.1,-1.2,0.3,-1.3,-4.4
IDE inh,2.7,-0.7,5.2,-6.0,6.9,4.1,9.3,-1.6
IMP-1 inhibitor,-0.7,-1.8,-3.6,-3.3,-2.7,-1.8,0.2,-2.1
DNA FID counter,-7.2,-5.1,-4.1,-3.1,2.1,-20.2,0.5,-1.8
NS3 helicase inh,-0.6,-2.8,8.3,-4.3,5.7,-4.4,-2.5,1.5
IDE act,-5.1,-0.7,-9.6,3.5,0.9,2.9,-1.3,1.0
pCIP destab,-1.3,-16.6,-2.0,4.7,3.9,-3.3,-12.4,-5.7

25) CCN(CC)S(=O)(=O)c1ccc(N2CCN(CCO)CC2)nc1
26) CCOc1ccc(NC(=O)C2CCCCN2S(=O)(=O)c2ccccc2)cc1 (stereo unspecified)
27) COc1cc2c(cc1NC(=O)Cn1cnc3c1c(=O)n(C)c(=O)n3C)oc1ccccc12
28) CC(C)c1ccc(N(C)C(=O)Cc2c(C(=O)O)n(C)c3ccccc23)cc1
29) CCC1=NN2C(=N)/C(=C\c3ccc(OCCOc4ccc(NC(C)=O)cc4)c(OC)c3)C(=O)N=C2S1
30) O=C(N/N=C/c1ccccn1)c1cc(-c2ccccc2Cl)n[nH]1
31) CC(=O)c1sc(NCc2ccccc2)nc1C
32) Cc1nn(CCCC(=O)NCc2ccc(Cl)cc2)c(C)c1[N+](=O)[O-]

entry no.,25,26,27,28,29,30,31,32
PfM18AAP inh,-15.0,-7.4,4.7,2.8,-3.8,1.7,-5.0,3.7
UBC9 SUMO inh,-12.6,2.5,0.4,-9.3,16.6,1.0,6.0,6.2
VIM-2 inhibitor,-0.9,-4.7,2.1,0.2,10.2*,-2.0,0.0,-1.2
IDE inh,2.8,-1.7,·,2.3,4.7,-3.2,2.5,5.5
IMP-1 inhibitor,2.4,-3.5,-2.0,-3.1,-2.8,-3.0,27.6*,-2.2
DNA FID counter,6.8,-21.2,0.2,-29.9,-16.9,-10.0,-0.5,-4.1
NS3 helicase inh,5.8,2.5,-2.6,12.3,21.7,-10.3,18.1,-0.9
IDE act,1.2,-1.9,·,0.3,0.6,2.2,1.2,6.1
pCIP destab,-4.0,5.7,-0.1,1.9,-4.8,15.8,-7.3,0.9

33) CC(C)(C)C1(C)OC(=O)C(=Cc2ccc(OCC(=O)Nc3ccccc3)cc2)C(=O)O1 (stereo unspecified)
34) O=C(NCCN1CCOCC1)c1ccc(CS(=O)(=O)c2ccc(Cl)cc2)o1
35) Cn1c(SCC(=O)Nc2ccc3c(c2)n(C)c(=O)n3C)nnc1-c1ccncc1
36) Cc1cc2nc(CS)[nH]c2cc1C
37) CS(=O)(=O)N1CCN(c2ccc([N+](=O)[O-])c(NCc3ccccc3)c2)CC1
38) O=C(NCCCN1CCOCC1)c1ccc2c(c1)N(Cc1cccc(Cl)c1)C(=O)c1ccccc1S2=O (stereo unspecified)
39) O=C(O)c1cc(-c2ccco2)nc2cc3ccccc3cc12
40) Cc1ccc(CSCCNS(=O)(=O)c2ccccc2)cc1

entry no.,33,34,35,36,37,38,39,40
PfM18AAP inh,2.7,-2.4,5.2,3.9,-1.1,1.0,-11.1,7.0
UBC9 SUMO inh,5.9,-10.1,-6.3,8.2,-16.6,·,26.0,-13.7
VIM-2 inhibitor,-2.5,-1.2,-2.0,-1.2,-1.7,1.1,-1.7,-3.8
IDE inh,2.9,0.7,15.8,-0.6,2.3,-2.1,-8.0,-3.1
IMP-1 inhibitor,-1.3,-2.3,-4.6,-2.6,-1.6,0.6,-2.5,-4.5
DNA FID counter,-5.1,-0.4,-12.2,-1.0,3.2,10.6,-14.7,-18.7
NS3 helicase inh,0.2,-5.3,4.0,1.8,-11.3,-24.1,18.8,-3.4
IDE act,-3.1,3.8,-20.0,-2.4,2.8,5.9,-6.5,3.8
pCIP destab,5.2,-8.3,-13.8,-7.2,10.8,-3.7,1.1,2.4

41) CC(C)(C)OC(=O)NCCc1nnc(SCc2ccc(Cl)cc2)o1
42) Cc1cc(C)n2nc3nc4c(cc3c2n1)CCCC4
43) Cc1ccc(NC(=O)CN(C)S(=O)(=O)c2cccc3nsnc23)cc1Cl
44) COCCn1cnnc1SCC(=O)Nc1ccc(Br)cc1F
45) CCCCNc1ccc(C(=O)Nc2cccc(C)n2)cc1[N+](=O)[O-]
46) c1ccc(-n2ncc3c(N4CCN(CCOc5cccc6ccccc56)CC4)ncnc32)cc1
47) CSc1ccc(CNCC(O)c2ccccc2)cc1 (stereo unspecified)
48) O=C(OCc1nnc(-c2ccccc2)o1)C1CC(=O)N(Cc2ccco2)C1 (stereo unspecified)

entry no.,41,42,43,44,45,46,47,48
PfM18AAP inh,19.3,-0.2,9.3,-0.7,-6.3,1.4,-17.6,-3.5
UBC9 SUMO inh,20.6,36.2,-14.3,-10.1,4.6,6.3,8.6,13.7
VIM-2 inhibitor,1.4,10.6*,-2.5,-1.0,-1.7,-1.9,2.6,-3.3
IDE inh,3.4,-1.8,3.4,0.3,3.4,-3.9,4.2,-3.3
IMP-1 inhibitor,2.3,5.0*,-1.6,-3.3,-2.7,-4.7,0.7,-3.5
DNA FID counter,-24.1,8.0,4.0,3.6,2.3,-4.1,7.5,-11.2
NS3 helicase inh,6.2,11.5,1.6,4.7,18.5,2.4,-4.5,3.4
IDE act,-1.2,-5.3,1.7,4.6,0.1,-1.6,9.0,3.4
pCIP destab,-12.9,-12.3,4.5,-1.1,-6.6,3.7,-3.1,-38.5

49) c1ccc(-c2cc(N3CCCCC3)ncn2)cc1
50) CCOc1ccc(CNS(=O)(=O)c2cc(-c3cc(C)no3)ccc2OC)cc1OC
51) Cc1ccc(N2CC(C(=O)Nc3c4c(nn3C(C)(C)C)CS(=O)(=O)C4)CC2=O)cc1 (stereo unspecified)
52) CC(=O)/C(N=Nc1cc(C)ccc1O)=C(\C)O

entry no.,49,50,51,52
PfM18AAP inh,-2.8,-13.1,-6.2,0.1
UBC9 SUMO inh,3.2,7.9,9.1,15.6
VIM-2 inhibitor,0.8,2.4,-1.3,-2.5
IDE inh,2.4,-8.1,4.1,-2.8
IMP-1 inhibitor,-2.6,-1.4,-4.0,-2.9
DNA FID counter,-7.3,-19.6,-13.4,4.2
NS3 helicase inh,-6.3,13.7,-2.2,5.1
IDE act,3.0,2.3,6.4,-2.7
pCIP destab,-2.1,-29.1,1.0,-15.4
